PLC-gamma1 inh: PLC-gamma1 (human) inhibition, primary screen; 370,000 compounds, 0.84% hits; AID 720700; inhibition, % at 12.2 µM; purified PLC-gamma1, fluorogenic substrate, fluorescence; P19174; in the data active means inhibition above about 9.5%
Tn6 DDE FP: inhibitors of Tn6 peptide binding to human fibrin DD(E); inhibition, % at 8.3 µM; 370,000 compounds, 0.21% hits; Fibrin DD(E) TRITC-Tn6 fluorescence polarization displacement;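 active means inhibition above a per-campaign cutoff: mean of compounds within control limits plus 3 SD, cut at about 15% in these data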;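 further: 0% = median of all compound wells on the plate and 100% = blocking peptide control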
Target sequence (P02675 whole entry, looked up): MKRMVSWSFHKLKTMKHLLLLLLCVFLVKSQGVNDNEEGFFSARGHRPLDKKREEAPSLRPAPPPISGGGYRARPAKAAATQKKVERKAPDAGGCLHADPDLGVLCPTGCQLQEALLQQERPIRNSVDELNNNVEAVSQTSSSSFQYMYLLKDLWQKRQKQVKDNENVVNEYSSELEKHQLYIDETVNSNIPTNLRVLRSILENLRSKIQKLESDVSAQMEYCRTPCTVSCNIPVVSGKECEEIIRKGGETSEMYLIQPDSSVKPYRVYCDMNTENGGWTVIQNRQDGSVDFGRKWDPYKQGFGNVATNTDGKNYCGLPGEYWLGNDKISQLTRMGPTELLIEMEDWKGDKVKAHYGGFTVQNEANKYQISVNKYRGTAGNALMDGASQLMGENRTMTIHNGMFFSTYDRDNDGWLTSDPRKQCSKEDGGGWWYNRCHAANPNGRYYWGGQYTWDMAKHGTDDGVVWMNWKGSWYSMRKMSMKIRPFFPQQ
ASAP1 inh: ASAP1 ArfGAP inhibition | ASAP1-stimulated ARF1 GTP hydrolysis, GDP FP detection | inhibition, % at 16.5 µM | 360,000 compounds, 0.19% hits | AID 624377; in the data active means inhibition above about 25%;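 further: 0% = vehicle with enzyme and substrate and 100% = no enzyme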
KLK7 zymogen act: activators of human kallikrein-7 zymogen. P49862. purified proKLK7, EDANS-DABCYL substrate fluorescence; 100% is mature enzyme control, 0% vehicle. activation, % at 7 µM. 370,000 compounds, 0.9% hits;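 active means activation above the mean of all tested compounds plus 3 SD, computed per campaign excluding outliers beyond control limits, cut at about 13% in these data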
ARFGAP1 inhibitor: inhibitors of rat ARFGAP1. Arfgap1-stimulated ARF1 GTP hydrolysis, GDP FP detection. Q62848. 360,000 compounds, 0.26% hits. inhibition, % at 16.5 µM;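 active means inhibition above a per-plate limit, mean inhibition of low control wells plus 3 SD, cut at about 25% in these data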;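 further: 0% = DMSO wells with enzyme and 100% = wells lacking Arfgap1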
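System: truncated rat Arfgap1 GAP domain / Benchmarks: high control wells lacking Arfgap1, low control full reaction with DMSO / Times: compound-enzyme preincubation 20 min, reaction 120 min, detection 60 min, 25 °C / Repeats: one replicate per compound / Also added: human ARF1(Δ1-17)-GTP substrate / Measured by: Tracer-displacement fluorescence polarization with EDTA stop, 620/688 nm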
UHRF1 MBD2 ctr: UHRF1 methyl-DNA binding inhibition; Q96T88; UHRF1 binding to methylated oligo, TR-FRET; inhibition, % at 4.4 µM; 370,000 compounds, 0.75% hits; in the data active means inhibition above about 21%;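 further: UHRF1 SRA domain binding a hemimethylated CpG hairpin DNA probe; 0% = median of test compound wells and 100% = reference inhibitor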
Tn7 DDE FP: DD(E)-Tn7 binding inhibition, primary FP screen; 370,000 compounds, 0.13% hits; FP displacement of FITC-Tn7 peptide from fibrin DD(E); 0% = median of compound wells per plate; inhibition, % at 8.3 µM;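 active means inhibition above the mean of compounds falling within the control limits plus 3 SD of them, cut at about 14% in these data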;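 further: 0% = plate median of compound wells and 100% = 10 µM Aha-Tn7 peptide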
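Assay system: Fibrin-DD(E) protein isolated from polymerized human fibrin clots; read-out basis: percent inhibition; medium: Tris/NaCl/CaCl2 buffer, pH 7.8; signal: FP measurement; incubation: 10 min plus 3 h, room temperature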
PLC-beta3 inh: PLC-beta3 (human) inhibition, primary screen | Q01970 | Purified PLC-beta3, fluorogenic substrate, fluorescence | inhibition, % at 12.2 µM | 370,000 compounds, 0.18% hits; in the data active means inhibition above about 11%;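 further: 0% = median of compound wells on plate and 100% = full blocker control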
ADAM17 inh: inhibitors of human ADAM17; P78536; recombinant ADAM17, EDANS/DABCYL FRET peptide cleavage; inhibition, % at 6.95 µM; 370,000 compounds, 0.83% hits;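 active means inhibition above the mean of compounds lying between control limits plus 3 SD, set per campaign, cut at about 8.5% in these data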;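 further: 0% = DMSO-only wells as the low control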
MBD2 DNA inh: blocks human MBD2 binding to methylated DNA; Q9UBB5; TR-FRET, MBD2 binding to methylated oligonucleotide; inhibition, % at 4.4 µM; 370,000 compounds, 0.31% hits; in the data active means inhibition above about 13%
Target sequence (Q9UBB5 whole entry, looked up): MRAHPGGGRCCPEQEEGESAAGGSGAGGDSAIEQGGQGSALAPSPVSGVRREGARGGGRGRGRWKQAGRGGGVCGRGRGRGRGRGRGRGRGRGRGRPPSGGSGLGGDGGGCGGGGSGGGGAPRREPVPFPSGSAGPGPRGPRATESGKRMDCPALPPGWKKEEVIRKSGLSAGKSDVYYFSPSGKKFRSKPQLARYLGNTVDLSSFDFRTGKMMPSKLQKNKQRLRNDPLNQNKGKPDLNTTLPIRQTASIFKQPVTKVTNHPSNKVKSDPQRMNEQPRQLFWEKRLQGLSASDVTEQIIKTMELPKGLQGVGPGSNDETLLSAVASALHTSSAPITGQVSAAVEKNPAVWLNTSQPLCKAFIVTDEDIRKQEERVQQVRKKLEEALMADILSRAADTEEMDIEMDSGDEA
Starred values were filed as active, the others as inactive; i = inactive; nt = no result given.

entry	smiles	PLC-gamma1 inh	Tn6 DDE FP	ASAP1 inh	KLK7 zymogen act	ARFGAP1 inhibitor	UHRF1 MBD2 ctr	Tn7 DDE FP	PLC-beta3 inh	ADAM17 inh	MBD2 DNA inh
1	Cc1cccc(NS(=O)(=O)c2cc(C(=O)OC(C)C(=O)NCc3ccc4c(c3)OCO4)ccc2C)c1 (configuration not stated)	1	0	22	-0.1	17	4	-1	0	4	-3
2	Cn1c(NNC(=O)c2cccc3ccccc23)cc(=O)n(C)c1=O	-1	-1	-17	-0.2	2	-1	-1	0	-2	-1
3	CCN(CC)S(=O)(=O)c1cc(C(=O)c2nccn2C)ccc1Cl	1	-1	-19	0.8	-17	0	3	-7	-4	-6
4	COc1ccc(Cl)cc1NC(=O)C1CC(c2c(F)cccc2Cl)=NO1 (configuration not stated)	0	-1	0	0.0	0	-1	-2	-11	3	5
5	O=[N+]([O-])c1ccc(S(=O)(=O)NN=CCCc2ccccc2)cc1	0	0	-5	0.3	8	0	-1	2	-1	2
6	CCn1c(Cc2ccc(OC)cc2)nnc1SCC(=O)Nc1nc2ccccc2s1	2	0	3	-0.5	-6	3	4	1	-1	4
7	O=C(CN1C(=O)COc2ccc(S(=O)(=O)N3CCOCC3)cc21)NCc1ccco1	0	5	-2	0.2	-5	-1	11	-8	-4	-1
8	Cc1sc2ncnc(SCC(=O)NC3CCCC3)c2c1C	1	2	-6	0.1	2	1	-2	-5	-4	3
9	COc1cc(NC(=S)NCCC(c2ccccc2)c2ccccc2)cc(OC)c1	-2	-4	1	-0.1	-1	0	-4	-1	12*	4
10	COc1ccc(C(CNC(=O)COc2ccc(F)cc2Cl)N2CCCCC2)cc1 (configuration not stated)	2	1	-5	-0.4	1	0	-7	-3	-4	-2
11	O=C(CSc1nc2sc3c(c2c(=O)n1-c1ccc(Cl)cc1)CCCC3)c1ccccc1Cl	0	-5	nt	0.3	nt	0	-6	1	1	-1
12	CCCCN(C)C(=O)c1cn(CC)c2ccc(S(=O)(=O)N(C)C)cc2c1=O	5	-1	0	0.1	0	1	4	1	-4	0

By substructure, the entries above containing two or more sulfur atoms
entry	smiles	PLC-gamma1 inh	Tn6 DDE FP	ASAP1 inh	KLK7 zymogen act	ARFGAP1 inhibitor	UHRF1 MBD2 ctr	Tn7 DDE FP	PLC-beta3 inh	ADAM17 inh	MBD2 DNA inh
6	CCn1c(Cc2ccc(OC)cc2)nnc1SCC(=O)Nc1nc2ccccc2s1	2	0	3	-0.5	-6	3	4	1	-1	4
8	Cc1sc2ncnc(SCC(=O)NC3CCCC3)c2c1C	1	2	-6	0.1	2	1	-2	-5	-4	3
11	O=C(CSc1nc2sc3c(c2c(=O)n1-c1ccc(Cl)cc1)CCCC3)c1ccccc1Cl	0	-5	nt	0.3	nt	0	-6	1	1	-1

(further entries)
entry	smiles	PLC-gamma1 inh	Tn6 DDE FP	ASAP1 inh	KLK7 zymogen act	ARFGAP1 inhibitor	UHRF1 MBD2 ctr	Tn7 DDE FP	PLC-beta3 inh	ADAM17 inh	MBD2 DNA inh
13	Cc1ccc(NCC(=O)N/N=C/c2ccc(C(=O)O)cc2)cc1	1	5	0	0.5	-5	-1	-4	-11	2	1
14	Cc1cc(C(=O)Cn2cnc3cc(F)ccc3c2=O)c(C)n1C1CC1	1	6	0	0.2	-7	5	-4	3	1	-2
15	O=C(Nc1ccc(F)cc1)c1nn(-c2ccccc2)c(=O)cc1Cl	-3	3	5	-0.7	-2	0	2	0	-1	0
16	CCn1nnnc1-c1ccc(OC)c(S(=O)(=O)Nc2ccc(C(=O)OC)cc2)c1	2	0	3	0.2	4	1	3	-3	-2	5
17	Cc1ccc(CNc2ccc3nnc(-c4ccccc4)n3n2)cc1	4	-1	1	-0.3	-2	-3	-11	2	1	2
18	COc1ccccc1N(C)S(=O)(=O)c1ccc(C(=O)N2CCCc3ccccc32)cc1	3	-3	-10	0.4	-13	1	0	-5	3	3
19	Cc1ccc(OCCC(=O)OCC(=O)NC(=O)NC2CCCC2)cc1	1	9	-10	-0.3	-11	0	6	-8	0	-1
20	Cc1cc(C)c(C(=O)C(C)OC(=O)Cc2n[nH]c(=O)c3ccccc23)cc1C (configuration not stated)	1	-1	8	0.0	0	0	-4	-2	4	3
21	c1ccc(OCCSc2nnnn2-c2ccccc2)cc1	0	-3	7	0.4	10	1	-1	-2	-2	8
22	Cc1cc(C)n2nc(-c3cnn(C)c3C(F)(F)F)c(Cl)c2n1	-42	1	7	-0.4	1	-3	6	-44	-1	4
23	c1coc(-c2nc(-c3ccco3)c(-c3ccco3)nc2-c2ccco2)c1	-154	-8	-3	-1.8	-4	95*	-1	-189	-24	67*
24	COc1ccc(OCCCn2cccc2/C=C2/C(=N)N3OC(C)=CC3=NC2=O)cc1	6	1	-9	0.0	2	-4	-2	6	6	-5

Just UHRF1 MBD2 ctr, Tn6 DDE FP and ASAP1 inh, for some of the entries so far:
cpd | SMILES | UHRF1 MBD2 ctr | Tn6 DDE FP | ASAP1 inh
7 | O=C(CN1C(=O)COc2ccc(S(=O)(=O)N3CCOCC3)cc21)NCc1ccco1 | -1 | 5 | -2
8 | Cc1sc2ncnc(SCC(=O)NC3CCCC3)c2c1C | 1 | 2 | -6
9 | COc1cc(NC(=S)NCCC(c2ccccc2)c2ccccc2)cc(OC)c1 | 0 | -4 | 1

Later entries.
entry	smiles	PLC-gamma1 inh	Tn6 DDE FP	ASAP1 inh	KLK7 zymogen act	ARFGAP1 inhibitor	UHRF1 MBD2 ctr	Tn7 DDE FP	PLC-beta3 inh	ADAM17 inh	MBD2 DNA inh
25	CC(C)CCn1c(SCC(=O)NC2CC2)nc2cc(Cl)ccc2c1=O	0	1	19	0.2	9	0	-7	3	-1	-4
26	COCC#Cc1cnc2c(c1)C(=O)N([C@H](C)CO)C[C@H](C)[C@@H](CN(C)S(=O)(=O)c1ccccc1)O2	-2	11	-10	1.0	-16	-1	2	2	-3	-4
27	COc1cc(OC)c(NC(=O)CCNS(=O)(=O)c2ccc3c(c2)CC(C)N3C(C)=O)cc1Cl (configuration not stated)	4	-3	9	-0.5	-7	-3	4	-5	-2	3
28	Cc1ccnc(SC2CC(=O)N(c3ccc(F)cc3)C2=O)n1 (configuration not stated)	-5	1	-2	0.2	8	0	-5	-5	0	3
29	CCOC(=O)c1ccc(S(=O)(=O)NNS(=O)(=O)c2ccc(C)cc2)cc1	1	5	15	0.4	15	0	4	-6	-2	2
30	C=CCNC(=O)CSc1ncc2c(n1)-c1c(csc1SC)CC2	i	-4	6	46*	8	4	-10	i	i	-3
31	O=C1CSC(c2cccnc2)N1c1cccc(Cl)c1 (configuration not stated)	-2	7	-1	0.1	-2	-1	7	3	-3	4
32	COc1ccccc1NC(=O)C(C)OC(=O)CC1CCCC1 (configuration not stated)	3	-7	5	0.6	7	-1	4	0	-1	6
33	O=C(NC1CCCCN(Cc2ccc(Cl)cc2)C1=O)c1ccc(Br)cc1 (configuration not stated)	3	6	nt	-0.1	nt	-3	0	-4	5	-3
34	COc1ccccc1N1CCN(C(=O)CSc2nc(N)cc(=O)[nH]2)CC1	-1	3	-4	1.1	4	3	0	0	-2	-4
35	CCOc1cc(CNCc2cccs2)cc(Br)c1OC	2	-4	3	0.2	2	1	-5	2	0	1
36	CCc1nnc(NC(=O)c2cc(-c3ccncc3)nc3ccccc23)s1	-2	1	8	0.3	8	6	1	-11	-7	6
37	O=C(NCCC1=CCCCC1)C(=O)NCc1ccccc1	6	1	2	-0.3	-7	4	-4	7	7	1
38	O=C(Nc1nnc(COc2ccc(Cl)cc2)s1)c1cccs1	-5	0	4	-0.5	-1	-3	0	-2	-6	3
39	O=C(COc1ccccc1)N1CCN=C1c1ccccc1	-2	-4	8	-0.1	-6	3	-8	3	-5	2
40	COC(=O)c1ccc(CNC(=O)C2CCC(=O)N(C3CCCCCC3)C2)cc1 (configuration not stated)	-3	-8	2	-0.1	-11	-2	1	-7	-4	2
41	CCOC(=O)Cc1[nH]nc2c1C(c1ccsc1)C(C#N)=C(N)O2 (configuration not stated)	0	2	1	0.2	9	-5	3	2	0	3
42	Cc1ccnc(-n2c(CCN3C(=O)c4ccccc4C3=O)nc3ccccc3c2=O)c1	-7	-2	-7	-0.6	16	3	6	-2	-2	3
43	O=C(O)CC1c2ccccc2S(=O)(=O)N1Cc1ccccc1 (configuration not stated)	1	-2	2	-0.4	16	0	-5	0	-2	1
44	CN(C)Cc1nc2c([nH]1)c(=O)n(C)c(=O)n2C	0	1	0	-0.5	-2	0	-6	3	0	-5
45	CCCCNC(=O)CCCCCn1c(=O)[nH]c2cc(OC)c(OC)cc2c1=O	3	1	4	0.1	-2	-1	-7	2	-5	3
46	O=C1CC(C(=O)N2CCc3ccccc32)CN1c1ccc(F)cc1 (configuration not stated)	1	-1	14	-0.2	-5	-2	2	-3	0	-2
47	COc1ccc(N(CC(=O)N/N=C/c2ccc3c(c2)OCO3)S(=O)(=O)c2ccc(NC(C)=O)cc2)cc1	-1	-7	7	1.0	15	2	1	-6	-4	5
48	CCC(=O)Nc1nc(C)cc(SCC(=O)OC)n1	-1	-5	4	0.3	20	5	-2	3	-1	-2
49	COc1ccccc1C(=O)COC(=O)c1ccccc1O	-2	6	-12	0.0	9	-4	2	0	0	4
50	NC(=O)C1CCN(c2nc(-c3ccccc3-c3ccccc3)cs2)CC1	-1	8	5	0.1	-3	-1	5	-2	0	0
51	CSc1ccc(S(=O)(=O)N2CCC(C(=O)NCc3ccccn3)CC2)cc1	-5	6	6	0.7	-4	-2	-6	-7	1	-1
52	O=C(C(=O)N1CCCCC1)c1cn(CC(=O)N2CCCCCC2)c2ccccc12	-1	0	-32	-0.1	7	0	0	-8	-4	-2
53	Cc1ccc(S(=O)(=O)c2c(C)cc(-c3ccccc3)[nH]c2=O)cc1	-103	8	3	-2.5	3	0	0	-127	-66	6

High-throughput results from PubChem.
